From PubChem
GDH-TPI counter = GDH-TPI coupling enzyme inhibitors, primary screen, artefact control for M. tuberculosis FBA inhibitor project, biochemical, absorbance, full deck | inhibition, % at 4.8 µM | AID 588335, 2011 | GDH-TPI coupled enzyme counterscreen, NADH absorbance | 1.2% of 360,000 active; in the data active = inhibition above about 30%;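 note: 0% = DMSO wells and 100% = wells lacking the enzyme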
BH1578 lux ind = inducers of Vibrio cholerae quorum light production without autoinducers, primary screen, BH1578 luxS cqsA deficient, single point; V. cholerae BH1578 lux reporter, luminescence, 6 h; 0.16% of 350,000 active; activation, % at 18.7 µM; in the data active = activation mostly above about 9.7%, no sharp cut-off; note: not every result past the cut was called active; inactives centre near 0; reference of the scale not given here
TcdB inh = TcdB glycohydrolase inhibitors, primary screen, biochemical, single point, plate reader; TcdB glycohydrolase enzymatic assay; inhibition, % at 9.99 µM; 0.24% of 350,000 active; in the data active = inhibition above about 10%
PfHsp40 yeast = rescue of yeast from PfHsp40 toxicity, primary screen, S. cerevisiae, ATP luminescence; growth rescue, % at 12.5 µM; S. cerevisiae expressing PfHsp40, growth rescue; 0.68% of 340,000 active; AID 504582, 2011; in the data active = growth rescue above about 28%, passing the limit was not always enough;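 note: yeast W303a lacking pdr1 and pdr3 grown in galactose medium; growth measured after three days at 30 °C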
Mtb UGM inh = M. tuberculosis UGM enzyme inhibitors, primary screen, biochemical, fluorescence polarization, single point | UDP-galactopyranose mutase (Mycobacterium tuberculosis (strain ATCC 25618 / H37Rv)), … | 0.06% of 320,000 active | inhibition, % at 10 µM | purified UGM, fluorescence polarization probe displacement; in the data active = inhibition above about 10%, passing the limit was not always enough
Target sequence (P9WIQ1 whole entry, looked up): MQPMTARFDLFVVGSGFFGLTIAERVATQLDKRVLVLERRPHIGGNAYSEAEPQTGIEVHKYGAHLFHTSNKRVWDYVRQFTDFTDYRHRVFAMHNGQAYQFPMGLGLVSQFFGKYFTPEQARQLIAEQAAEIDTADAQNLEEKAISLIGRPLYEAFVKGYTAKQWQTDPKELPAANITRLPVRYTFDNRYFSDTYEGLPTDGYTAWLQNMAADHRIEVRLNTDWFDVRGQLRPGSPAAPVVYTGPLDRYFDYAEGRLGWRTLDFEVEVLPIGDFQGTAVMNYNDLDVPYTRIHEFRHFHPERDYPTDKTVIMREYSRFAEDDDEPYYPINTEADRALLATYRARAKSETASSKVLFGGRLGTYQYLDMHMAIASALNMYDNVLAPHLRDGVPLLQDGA
FadD28 FP inh = inhibitors of FadD28 bisubstrate probe binding, primary screen, biochemical, fluorescence polarization, single point; AID 588549, 2011; inhibition, % at 12.5 µM; 0.22% of 360,000 active; in the data active = inhibition above about 8.5%, passing the limit was not always enough
Yp Topo-I inh = Yersinia pestis topoisomerase I inhibitors, primary screen, biochemical, cleavage product accumulation, plate reader, single point. activity, % at 10 µM. DNA topoisomerase I (Yersinia pestis CO92). AID 504884, 2011. 0.064% of 360,000 active. Y. pestis Topo-I cleavage product accumulation; in the data active = activity above about 50%, passing the limit was not always enough; note: inactives centre near 2
FBA Mtb inh = Mtb FBA enzyme inhibitors, primary screen, biochemical, fluorescence, strain H37Rv; inhibition, % at 1 µM; AID 588726, 2011; purified M. tuberculosis FBA, fluorescence read-out; 2.3% of 360,000 active; in the data active = inhibition above about 27%;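 note: 0% = vehicle and 100% = reference inhibitor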
Target sequence (P9WQA3 whole entry, looked up): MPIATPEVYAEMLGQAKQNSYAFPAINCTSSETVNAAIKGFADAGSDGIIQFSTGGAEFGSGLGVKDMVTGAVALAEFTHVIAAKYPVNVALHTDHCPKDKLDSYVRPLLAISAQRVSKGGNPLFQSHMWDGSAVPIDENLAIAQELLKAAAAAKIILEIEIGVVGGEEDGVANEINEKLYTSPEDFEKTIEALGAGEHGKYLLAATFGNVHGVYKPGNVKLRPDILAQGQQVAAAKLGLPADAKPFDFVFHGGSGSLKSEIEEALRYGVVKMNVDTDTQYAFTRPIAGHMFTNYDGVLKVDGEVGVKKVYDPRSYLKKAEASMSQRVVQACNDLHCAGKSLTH
Mtb BioA inh = M. tuberculosis BioA enzyme inhibitors, primary screen, biochemical, plate reader, single point, HTS; inhibition, % at 9.99 µM; 0.096% of 360,000 active; 7,8-diaminopelargonic acid synthase BioA (Mycobacterium tuberculosis); purified M. tuberculosis BioA enzyme; in the data active = inhibition above about 40%
* hit, by the source's call; i = inactive; . = not tested or not shown.

The line under a structure holds: GDH-TPI counter	BH1578 lux ind	TcdB inh	PfHsp40 yeast	Mtb UGM inh	FadD28 FP inh	Yp Topo-I inh	FBA Mtb inh	Mtb BioA inh
COc1cc2ncnc(Nc3ccc4c(c3)OCO4)c2cc1OC
 : 14	-0.5	-1.1	0.6	4.7	-2.0	-19	3	2.0
Cc1nn(Cc2ccc(F)cc2)c(C)c1NC(=O)CCCn1nc([N+](=O)[O-])cc1C
 : -3	-0.8	0.4	0.0	-1.9	-1.4	0	-1	0.9
CCOC(=O)c1ccc(Oc2nc(NC(C)(C)C)nc(N(C)C)n2)cc1
 : -10	-6.2	.	3.2	-3.6	-5.7	33	3	-0.4
CC(=O)c1ccc(N2CCN(C(=S)Nc3cc(C)ccc3C)CC2)cc1
 : 29	-7.7	-0.9	-0.5	-1.5	-1.6	2	-3	0.4
CCNC(=O)C12CCC(C)(c3nc4cc(C)c(C)cc4nc31)C2(C)C (stereo not drawn)
 : 4	-0.4	1.6	-1.6	-0.2	-2.1	6	-2	0.1
COc1ccc(NC(C)=O)cc1CNC(=O)COc1ccccc1C(=O)Nc1cccc(C)c1C
 : -4	0.7	1.8	-1.6	0.3	-4.0	18	-2	-1.8
Nc1ccc(SCc2nc3cccc4c3n2CCC4)cc1
 : 8	0.9	0.2	1.9	-1.3	-2.7	2	1	.
Cc1cc(Br)c(NC(=O)c2ccccc2[N+](=O)[O-])cc1C
 : 0	-0.3	1.4	0.4	-2.6	-2.1	2	0	.
COCCN(C(=O)CNC(=O)c1ccco1)C(C(=O)NC1CCCC1)c1cccs1 (stereo not drawn)
 : -5	-0.2	.	1.8	-0.5	-1.6	-3	2	-0.8
C[C@@H](O)C1NC(=O)[C@H](CCCCN)NC(=O)c2cc([N+](=O)[O-])cc(I)c2OCC[C@@H](C(N)=O)NC1=O (stereo partly drawn)
 : 24	1.5	1.1	-1.2	1.7	0.9	-6	-3	-1.5
CCc1cccc(OCC(O)Cn2c(N3CCCCC3)nc3c2c(=O)[nH]c(=O)n3C)c1 (stereo not drawn)
 : 2	-1.8	1.4	-1.2	0.2	-1.7	42	4	-2.6
CCn1c(C)cc(C(=O)COC(=O)c2cccnc2SC)c1C
 : 15	i	0.9	0.5	0.1	.	-1	1	-1.9
COC(=O)c1ccc(Cn2cnc3c(cnn3-c3ccc(Cl)cc3)c2=O)o1
 : -3	-2.3	0.8	0.7	0.8	-5.0	-1	4	-0.5
CC1(c2ccccc2)NC(=O)N(CC(=O)Nc2nc(-c3ccccn3)cs2)C1=O (stereo not drawn)
 : 7	i	-0.7	0.0	1.7	-0.7	1	2	-0.9
CCc1ccc(C(O)c2ncc(-c3ccccc3C(F)(F)F)[nH]2)cc1 (stereo not drawn)
 : -5	i	0.2	.	.	-2.0	-1	-1	0.0
CCCCN=C1CC(C)(C)CC(=O)/C1=C(/O)CCC
 : 5	-0.3	-0.9	0.0	-0.2	0.3	2	4	.
COCCn1c(SCC(=O)c2c(N)n(C3CC3)c(=O)[nH]c2=O)nc2ccccc21
 : 3	-6.1	-0.6	0.0	3.2	0.6	5	-2	-0.4
Cc1ccc(-n2nc3c(c2NC(=O)CC(C)C)CS(=O)(=O)C3)c(C)c1
 : -2	i	0.3	-2.3	3.3	-0.9	0	3	-1.3
CCNc1nc(SC)nc(N(C#N)CC(=O)OC)n1
 : 5	1.4	0.5	-1.3	-1.2	-0.2	12	1	0.7
NS(=O)(=O)c1ccc(CCNC(=O)CNCCc2ccc(C(F)(F)F)cc2)cc1
 : -2	0.2	0.7	0.2	-2.3	-2.3	-3	4	-0.2
Cc1cccc(Oc2ccc3c(c2)cc(C(=O)O)n3C)c1
 : 6	2.1	0.8	-2.5	1.0	-43	5	16	-0.6
Cc1ccc2[nH]c(C)c(/C=C/c3cc[n+](C)cc3)c2c1
 : 6	i	2.0	-0.7	-8.2	-1.0	-21	-13	-71
Cc1ccccc1NS(=O)(=O)c1ccc(C)c(NS(C)(=O)=O)c1C
 : 7	-1.8	1.4	-0.1	-3.7	-2.3	-3	-1	.
CC(=O)N/C(=C/c1ccc2c(c1)OCO2)C(=O)NCCCO
 : -2	-0.4	.	-0.6	0.2	-1.4	-1	3	2.1
O=C(c1ccc2c(c1)OCO2)N1CCN(c2ccccc2)CC1
 : 0	-0.7	.	-1.0	2.4	-1.8	-5	1	-1.1
COc1ccc(NC(=O)CSc2nnc(CNC(=O)c3ccco3)o2)c(OC)c1
 : 13	i	.	-0.3	0.6	0.7	8	2	-0.1
CCOCCCNC(=O)C1(O)c2ccccc2NC(=O)N1c1ccc(Cl)cc1 (stereo not drawn)
 : 0	-1.0	-0.5	-0.5	-1.4	1.8	3	0	-1.2
c1ccc(Nc2cc(Nc3ccccc3)[nH]n2)cc1
 : -5	-0.4	.	0.4	-4.4	-4.0	-13	-1	-0.3
Cc1cc(Br)ccc1NS(=O)(=O)c1c(C)[nH]c(=O)[nH]c1=O
 : -9	-8.3	-2.4	2.2	3.5	-4.4	6	-1	0.4
Cc1ccccc1Nc1sc(C(=O)Nc2cccc(Cl)c2)c(N)c1C(N)=O
 : -4	0.2	0.3	0.0	.	-0.1	2	3	.

A section from the list above, for reference:
The line under a structure holds: GDH-TPI counter	BH1578 lux ind	TcdB inh	PfHsp40 yeast	Mtb UGM inh	FadD28 FP inh	Yp Topo-I inh	FBA Mtb inh	Mtb BioA inh
CCc1ccc(C(O)c2ncc(-c3ccccc3C(F)(F)F)[nH]2)cc1 (stereo not drawn)
 : -5	i	0.2	.	.	-2.0	-1	-1	0.0
CCCCN=C1CC(C)(C)CC(=O)/C1=C(/O)CCC
 : 5	-0.3	-0.9	0.0	-0.2	0.3	2	4	.
COCCn1c(SCC(=O)c2c(N)n(C3CC3)c(=O)[nH]c2=O)nc2ccccc21
 : 3	-6.1	-0.6	0.0	3.2	0.6	5	-2	-0.4
Cc1ccc(-n2nc3c(c2NC(=O)CC(C)C)CS(=O)(=O)C3)c(C)c1
 : -2	i	0.3	-2.3	3.3	-0.9	0	3	-1.3
CCNc1nc(SC)nc(N(C#N)CC(=O)OC)n1
 : 5	1.4	0.5	-1.3	-1.2	-0.2	12	1	0.7
NS(=O)(=O)c1ccc(CCNC(=O)CNCCc2ccc(C(F)(F)F)cc2)cc1
 : -2	0.2	0.7	0.2	-2.3	-2.3	-3	4	-0.2
Cc1cccc(Oc2ccc3c(c2)cc(C(=O)O)n3C)c1
 : 6	2.1	0.8	-2.5	1.0	-43	5	16	-0.6
Cc1ccc2[nH]c(C)c(/C=C/c3cc[n+](C)cc3)c2c1
 : 6	i	2.0	-0.7	-8.2	-1.0	-21	-13	-71
Cc1ccccc1NS(=O)(=O)c1ccc(C)c(NS(C)(=O)=O)c1C
 : 7	-1.8	1.4	-0.1	-3.7	-2.3	-3	-1	.
CC(=O)N/C(=C/c1ccc2c(c1)OCO2)C(=O)NCCCO
 : -2	-0.4	.	-0.6	0.2	-1.4	-1	3	2.1
O=C(c1ccc2c(c1)OCO2)N1CCN(c2ccccc2)CC1
 : 0	-0.7	.	-1.0	2.4	-1.8	-5	1	-1.1
COc1ccc(NC(=O)CSc2nnc(CNC(=O)c3ccco3)o2)c(OC)c1
 : 13	i	.	-0.3	0.6	0.7	8	2	-0.1
CCOCCCNC(=O)C1(O)c2ccccc2NC(=O)N1c1ccc(Cl)cc1 (stereo not drawn)
 : 0	-1.0	-0.5	-0.5	-1.4	1.8	3	0	-1.2

Next part
The line under a structure holds: GDH-TPI counter	BH1578 lux ind	TcdB inh	PfHsp40 yeast	Mtb UGM inh	FadD28 FP inh	Yp Topo-I inh	FBA Mtb inh	Mtb BioA inh
C=C(C)c1cccc(C(C)(C)NC(=O)N2CCN(CC)CC2)c1
 : -9	-0.6	.	-1.1	0.8	-3.2	-2	2	-2.1
COc1ccc(NC(=O)Cn2nnc(C(=O)NCc3cccs3)c2N)cc1Cl
 : 6	-6.2	1.3	-0.4	2.8	-0.5	23	0	-1.8
CCCC(=O)OCCn1c(Br)nc2c1c(=O)[nH]c(=O)n2C
 : 9	1.6	.	0.4	0.6	-2.4	-6	-3	3.8
COC(=O)c1sccc1NC(=O)c1ccc(OC)cc1
 : -6	6.7	.	-0.1	3.7	-2.5	-4	1	-2.3
CC(C)C[C@H](NP(=O)(O)O[C@@H]1O[C@@H](C)[C@H](O)[C@@H](O)[C@H]1O)C(=O)N[C@@H](Cc1c[nH]c2ccccc12)C(=O)O
 : 12	-0.7	1.1	2.6	-5.1	-1.1	11	-3	-0.3
Cc1ccc2nc3c(cc(C(=O)NCc4ccccc4)c(=N)n3CCCn3ccnc3)c(=O)n2c1
 : 11	-5.6	1.1	-1.3	.	-0.7	-3	131*	-2.4
CCN(CC)C(=O)C1CCCN(Cc2nc(-c3cnccn3)no2)C1 (stereo not drawn)
 : -2	i	0.7	0.4	-2.5	-1.7	2	0	-0.7
CCN(CC)CCN(CC(=O)N(C1CCCCC1)C1CCCCC1)C(=O)c1ccco1
 : -4	-0.2	1.2	-1.0	-1.7	-1.2	6	1	.
Cc1nnc(NC(=O)CSc2nnc(CCNC(=O)c3ccccc3F)n2C)s1
 : 9	-0.3	-0.4	-1.7	-2.1	.	2	-2	-1.3
COc1cccc(-c2cnc(C(O)c3ccc(CN4CCCC4)cc3)[nH]2)c1 (stereo not drawn)
 : 4	-0.4	1.3	.	.	-1.9	-3	1	-1.9
NC(=O)NC(Cc1ccccc1)C(=O)N1CCN(S(=O)(=O)c2ccc(Cl)cc2)CC1 (stereo not drawn)
 : 14	i	0.5	1.1	1.5	-0.9	-1	2	0.4
O=C(CSc1ccc2ccccc2n1)NCCC1=CCCCC1
 : 1	i	.	3.1	-1.9	-3.0	21	0	-0.5
CCc1cccc(CC)c1NC(=O)c1cc(CN2C(=O)c3ccccc3C2=O)ccc1OC
 : 5	2.6	0.0	2.0	1.0	-0.5	-1	5	.
CCCOc1ccc(N2C(=O)CC(S/C(N)=N/N=C(\C)c3cccs3)C2=O)cc1 (stereo not drawn)
 : 25	-0.4	.	0.0	-2.9	-2.2	15	-2	-0.2
Cc1ccc(-c2nn(-c3cccc(F)c3)cc2CN(Cc2nccn2C)C(C)C)o1
 : 8	-0.7	-1.4	-0.1	-1.1	-4.4	16	6	.
CC(NC(=O)CN1C(=O)NC(C)(c2cccc3ccccc23)C1=O)c1ccccc1 (stereo not drawn)
 : 10	i	-3.2	-0.4	0.2	-0.7	7	-5	1.4
Cc1nn(C)c(C)c1CNC(=O)Nc1cccc(Cl)c1
 : 4	0.1	-0.5	0.0	0.1	-1.5	5	3	.
COC(=O)Nc1nn(-c2ccc(C)cc2)c(=O)c(C#N)c1C
 : 1	i	0.8	0.8	0.6	2.4	-6	5	.
CCOC(=O)c1ccc(NC(=O)NC2CCN(CC(=O)NCc3ccc4c(c3)OCO4)CC2)cc1
 : 4	i	.	1.0	-0.3	0.2	4	-1	-0.4
COCCNC(=O)c1ccc(CS(=O)(=O)c2ccc(OC)cc2)o1
 : 3	i	0.3	-0.8	0.0	0.0	5	-1	-0.8
O=S(=O)(Nc1ccccc1)c1ccc2c(c1)CCO2
 : 2	-0.7	-0.1	-1.2	-2.4	-1.9	4	-1	1.9
CCCc1nn(C)c(C(=O)Nc2ccc(C(C)(C)C)cc2)c1Cl
 : 4	-0.3	.	3.1	-1.6	1.8	17	-2	.
CN1CCN(C(=O)/C(=C/c2ccc(N(C)C)cc2)NC(=O)c2ccccc2)CC1
 : 21	-0.3	-2.0	-0.7	0.4	-2.4	-3	1	-1.2
COc1ccc(CC(=O)OCC(=O)NCc2ccc3c(c2)OCO3)cc1OC
 : 3	-7.6	1.5	0.5	-1.0	-3.1	0	-1	1.4
CC(Cl)C(=O)Nc1cc(C(F)(F)F)ccc1N1CCOCC1 (stereo not drawn)
 : -4	i	0.0	0.7	2.2	-0.8	1	2	.
